Vif-APOBEC3F blk: Vif-A3F binding inhibition | HeLa A3F-eYFP + Vif (tagged APOBEC3F with the HIV-1 protein that degrades it), YFP fluorescence increase | Potency, µM (top dose mostly 46.1 µM), for inactives: top-dose activity, negative = active | 390,000 compounds, 0.2% hits; further: % of control where 0% means no effect; nearly all actives have a fitted effect of over 65% in size
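Fluorescence increase (Ex 488/Em 500-530) after overnight compound treatment at 37 deg C flags inhibition of Vif-driven A3F-eYFP loss in stable HeLa A3F-eYFP/Vif cells seeded overnight beforehand.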
Vif-APOBEC3G blk: blocks the Vif interaction with human APOBEC3G. Q9HC16. HeLa A3G-eYFP + Vif (tagged APOBEC3G with the HIV-1 protein that degrades it), YFP fluorescence, overnight. Potency, µM (doses to about 46.1 µM), without a hit: top-dose activity, negative = active, most hits filed as inhibitors. 410,000 compounds, 0.076% hits. AID 602310;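 further: on the % scale 0 is the no-effect control and ±100 the full control effect; nearly all actives have a fitted effect of over 60% in size; hits raise eYFP signal because A3G escapes Vif-driven loss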
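Read-out is eYFP fluorescence (Ex 488/Em 500-530) from Vif-expressing HeLa A3G-eYFP cells; more signal means A3G escaped Vif-mediated degradation. Cells plated overnight, compound pinned in, incubated overnight at 37 deg C.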
rTrxR1 inhibitor: blocks rat thioredoxin reductase 1; recombinant rTrxR1, NADPH fluorescence consumption, selenite substrate; Potency, µM (highest dose often 114 µM), without a hit: top-dose activity change, negative = inhibition, actives largely listed as inhibitors; 390,000 compounds, 1% hits; AID 588453; further: on the % scale 0 is the no-effect control and ±100 the full control effect; nearly all actives have a fitted effect of over 65% in size
Target sequence (O89049 whole entry, looked up): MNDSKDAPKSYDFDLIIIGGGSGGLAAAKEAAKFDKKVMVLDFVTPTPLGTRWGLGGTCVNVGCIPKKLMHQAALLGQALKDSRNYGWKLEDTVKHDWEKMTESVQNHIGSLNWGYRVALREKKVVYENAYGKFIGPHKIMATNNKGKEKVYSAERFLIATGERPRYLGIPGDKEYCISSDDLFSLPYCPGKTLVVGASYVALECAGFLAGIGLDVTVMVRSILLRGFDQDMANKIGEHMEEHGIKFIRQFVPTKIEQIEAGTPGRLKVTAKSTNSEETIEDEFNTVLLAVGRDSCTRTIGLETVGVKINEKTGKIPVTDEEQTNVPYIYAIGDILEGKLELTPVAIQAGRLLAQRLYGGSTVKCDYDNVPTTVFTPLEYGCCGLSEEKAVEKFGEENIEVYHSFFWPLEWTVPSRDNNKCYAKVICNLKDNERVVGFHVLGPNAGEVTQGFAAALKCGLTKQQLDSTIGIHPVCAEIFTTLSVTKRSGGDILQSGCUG
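Rat TrxR1 (90 nM in the dispensed reagent) was pre-reduced with 400 uM NADPH for 5 min at room temperature, then incubated with compound for 15 min. After 400 uM selenite was added, NADPH fluorescence (Ex 340/Em 450 nm) was followed for 8 min.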
RXFP1 agonist: RXFP1 (human) receptor agonism | Q9HBX9 | HEK293T-RXFP1 cAMP TR-FRET, 30 min; response scale: percent of porcine relaxin response, buffer zero | Potency, µM (highest dose often 57.5 µM), for the others: top-dose activation, actives largely listed as activators | 370,000 compounds, 0.3% hits | AID 2676; further: on the % scale 0 is the no-effect control and ±100 the full control effect; nearly all actives have a fitted effect of over 60% in size; many of its hits are not listed in these tables
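cAMP rise read by TR-FRET after 30 min, 37C compound exposure (up to 58 uM) in RXFP1-transfected HEK293 cells with Ro 20174 present. EC50 from Hill-equation fits, with 29 nM porcine relaxin as 100% and buffer as basal.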
ALOX12 inh: blocks human arachidonate 12S-lipoxygenase; 580,000 compounds, 1.1% hits; purified 12hLO, xylenol orange hydroperoxide absorbance; Potency, µM (top dose mostly 108 µM), inactives show at the highest dose activity change, negative = inhibition, most hits filed as inhibitors; P18054; AID 1671190; further: on the % scale 0 is the no-effect control and ±100 the full control effect
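Purified human 12hLO (150 nM final) in 25 mM Hepes, 0.01% Triton X-100, pH 7.0 was preincubated 15 min at room temperature with compound. Then 40 uM arachidonic acid was added, 30 min. Hydroperoxide was read by Fe-XO absorbance ratio 573/405 nm.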
TrxR1 substrate: is turned over as a substrate by rat TrxR1. AID 588456. purified TrxR1 substrate turnover, NADPH consumption readout. Potency, µM (top dose mostly 114 µM), inactives show at the top dose activity change, negative = substrate turnover. O89049. 390,000 compounds, 0.01% hits; further: on the % scale 0 is the no-effect control and ±100 the full control effect; nearly all actives have a fitted effect of over 50% in size
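Rat TrxR1, dispensed at 90 nM, was prereduced with 400 uM NADPH (final) for 5 min at ~22 deg C, then incubated with compound 15 min before 400 uM selenite. A first-read NADPH fluorescence drop versus no-compound background flagged substrates.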
USP1-UAF1 inh: inhibitors of human USP1/UAF1 deubiquitinase; O94782; recombinant USP1/UAF1, Ub-Rhodamine cleavage fluorescence; Potency, µM (titrated, usually from 57.1 µM), without a hit: at the top dose activity change, negative = inhibition, most hits filed as inhibitors; 390,000 compounds, 0.23% hits; AID 743255; further: on the % scale 0 is the no-effect control and ±100 the full control effect; nearly all actives have a fitted effect of over 60% in size; inactives centre near -12
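High-throughput fluorogenic screen: 1nM USP1/UAF1 complex, Ub-Rho substrate 150nM final, 50mM HEPES pH 7.8 with 0.5mM EDTA, 0.1 mg/ml BSA, 1mM TCEP and 0.01% Tween-20.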
RGS4 inh: blocks human RGS4-accelerated GTP hydrolysis; Transcreener GDP fluorescence polarization, RGS4-accelerated GTP hydrolysis; Potency, µM (titrated, usually from 114 µM), for inactives: at the top dose activity change, negative = inhibition, actives largely listed as inhibitors; 390,000 compounds, 0.039% hits; further: on the % scale 0 is the no-effect control and ±100 the full control effect; nearly all actives have a fitted effect of over 75% in size; some results filed as inactive show a strong effect at the top dose
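MLSMR compounds (23 nl, pin-transferred) preincubated 10 min at room temperature with a 500nM (2x) first reagent, then RGS4 at 900nM (2x) plus Transcreener GDP mix added; fluorescence polarization (620/688 nm) read before and after 90 min at 30 °C.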
mIDH1 inhibitor: inhibitors of human mutant IDH1 R132H. O75874. IDH1-R132H enzyme, NADPH consumption, diaphorase/resazurin fluorescence. Potency, µM (titrated, usually from 76.6 µM), for inactives: at the top dose activity change, negative = inhibition, actives largely listed as inhibitors. 390,000 compounds, 0.093% hits. AID 602179; further: on the % scale 0 is the no-effect control and ±100 the full control effect; nearly all actives have a fitted effect of over 65% in size
Target sequence (O75874 whole entry R132H, stated change not applied): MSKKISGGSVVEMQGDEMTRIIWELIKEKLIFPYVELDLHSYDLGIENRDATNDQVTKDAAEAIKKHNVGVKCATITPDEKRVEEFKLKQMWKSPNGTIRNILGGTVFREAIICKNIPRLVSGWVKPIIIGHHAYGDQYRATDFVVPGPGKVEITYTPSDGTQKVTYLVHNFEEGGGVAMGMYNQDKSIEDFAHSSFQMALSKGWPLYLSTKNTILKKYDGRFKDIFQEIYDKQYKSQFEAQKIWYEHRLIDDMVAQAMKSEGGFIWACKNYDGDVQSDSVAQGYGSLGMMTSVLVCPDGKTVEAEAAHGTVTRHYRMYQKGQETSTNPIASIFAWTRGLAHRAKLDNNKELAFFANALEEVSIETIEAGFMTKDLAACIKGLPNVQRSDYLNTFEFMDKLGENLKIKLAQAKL
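IDH1-R132H (0.5 ug/mL) preincubated 30 min with compound, then NADPH (0.016 mM) and alpha-KG (2 mM) added; 80 min at RT, pH 7.5. Remaining NADPH coupled via diaphorase/resazurin to fluorescence (540/590 nm); concentration-response curves normalized to no-enzyme control.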
Starred values were filed as active, the others as inactive; ? = inconclusive; / = no result given; & = joins results of further samples; [ ] = remark or other dose. The call rests on the fitted dose curve; in most records, active means well fitted curve in the direction sought with a large enough effect; inconclusive means small, poorly fitted or top-dose-only effect, or another doubt; inactive means no such curve, though single readings can be large; an effect the other way counts as inactive or inconclusive. Potency means the concentration at half of the fitted maximal effect. An excerpt. The share of hits here may be higher or lower than overall.

SMILES | Vif-APOBEC3F blk | Vif-APOBEC3G blk | rTrxR1 inhibitor | RXFP1 agonist | ALOX12 inh | TrxR1 substrate | USP1-UAF1 inh | RGS4 inh | mIDH1 inhibitor
COc1ccc(S(=O)(=O)N2CCC3(CC2)OCCN3S(=O)(=O)c2ccc(C)cc2)cc1OC | -12% | 4% | 4% | 1.8% | -13% | -8% | -18% | -14% | 2%
CCOC(=O)c1nn(-c2ccc(F)cc2)c2nc(CC(C)C)c(C#N)c(=O)n12 | -6% | 3% | -14% | 2.2% | 3% | 33%[activator] | -23% | -6% | 2%
COc1cc(OC)cc(-c2cn[nH]c2N)c1 | ? | -2% | 9%[57.1 µM] | 1.5% | 7% | 1%[57.1 µM] | -8% | 16% | -3%
CCC(C)Sc1cc(C(F)(F)F)c(C(=O)Nc2ccc(Cl)cc2)cn1 (stereo not given) | 2% | 0% | -20% | -0.2% | ? | -10% | -26% | -16% | 0%
O=C1NC(O)=NC1(c1ccccc1)c1ccccc1 | / | / | 31%[activator][57.1 µM] | / | 33%[activator] | 0%[57.1 µM] | / | -16%[56.9 µM] | /
CC1CCCN(CCCNC(=O)Cn2ncc3c([nH]c4ccccc43)c2=O)C1 (stereo not given) | 3% | 1% | 15% | 2.4% | ? | 4% | -22% | 3% | 1%
NC(=O)c1ccccc1NC(=O)CC12CC3CC(CC(Br)(C3)C1)C2 | -4% | 2% | -16%[57.1 µM] | -0.8% | -8% | -9%[57.1 µM] | -16% | -1% | 2%
CCCc1cc(Nc2ccccc2OCC)n2ncnc2n1 | / | 0% | 22% | 1.2% | -18% | 0% | 1% | 3% | 2%
Cc1c(NC(=O)c2cc3ccccc3o2)cccc1-n1cnnn1 | -2% | -2% | / | / | 1% | / | -20% | / | -1%
CC(NC(=O)/C(=C\c1ccco1)NC(=O)c1ccccc1Br)C(=O)O (stereo not given) | 2% | -2% | 6%[57.1 µM] | 0.8% | -13% | 10%[57.1 µM] | -2% | 33% | 5%
CCOc1cc(N2CCOCC2)c(OCC)cc1NC(=O)COC(=O)c1cc(C)cc(C)c1 | -17% | 1% | 6%[57.1 µM] | 2.7% | ? | -2%[57.1 µM] | 0% | 10% | -6%
Cc1nn(C(=O)c2ccco2)c(C)c1Sc1ccc(Br)cc1 | -7% | 0% | 2% | 0.3% | 9% | -7% | -14% | -40% | 5%
Nc1cc(-c2ccco2)no1 | -2% | 0% | -30% | -1.6% | -24% | 3% | -21% | -16% | 2%
Cn1cc(S(=O)(=O)N2CCN(c3ccccc3)CC2)c(=O)n(C)c1=O | 3% | 0% | 17%[57.1 µM] | 2.1% | 36% | -1%[57.1 µM] | -14% | -6% | 8%
Cc1[nH]n(-c2ccccc2)c(=O)c1/C=N/NC(=O)c1ccccc1F | ? | -11% | -21% | 0.1% | 0% | -22% | -3% | 25% | 5%
COc1ccc(-c2cc(C(=O)Nc3cccnc3)no2)cc1OC | -10%&-3% | -5%&-5% | 23%&3% | 0.1%&2.7% | -18%&-1% | 13%&9% | -11%&-26% | -4%&-9% | 2%&-3%
CC1CCN(c2ccc3c(c2)S(=O)(=O)c2cccc(C(=O)NC[C@@H]4CCCO4)c2C3=O)CC1 | -15% | -29% | -7%[57.1 µM] | / | -14% | -2%[57.1 µM] | ? | -14% | -5%
Cc1nc(-c2ccccc2)sc1CCNC(=O)c1ccco1 | -1% | -2% | 5%[57.1 µM] | 0.1% | -21% | 0%[57.1 µM] | -8% | 2% | -12%
CCOc1ccc(C(=O)NC2CCN(S(=O)(=O)CC)CC2)cc1 | 0% | 2% | -1% | 1.8% | 0% | -8% | -12% | -12% | 4%
COCCn1c(C)cc(O)c(C(c2cccc(F)c2)N2CCN(c3ccccc3)CC2)c1=O (stereo not given) | -1% | 1% | ? | -1.3% | 0% | 8%[57.1 µM] | ? | 14% | -14%
Cc1ccc(Cn2nc(C)c(NC(=O)c3noc4c3CCCCC4)c2C)cc1 | -1% | 0% | 6% | 0.2% | 0% | 5%[57.1 µM] | 0% | 1% | 5%
CCCC(=O)NC(c1ccc(OCC)cc1)c1ccc(OC)c(OC)c1 (stereo not given) | -15% | -3% | 9%[57.1 µM] | 4.4% | 185%[activator] | -22%[57.1 µM] | -4% | -2% | 7%
CCOc1cc(/C=N/NC(=O)C(O)(c2ccccc2)c2ccccc2)ccc1OC(=O)c1ccco1 | 1% | 1% | 7% | / | 0% | -5% | -24% | 6% | -4%
O=S(=O)(NC1CC2CCC1C2)c1ccc2c(c1)OCCO2 (stereo not given) | 5% | -1% | -5% | 0.8% | 0% | -1% | -19% | -1% | 0%
COc1ccc(NC(C)=O)cc1S(=O)(=O)N1CCN(C(=O)c2ccccc2F)CC1 | 0% | -2% | 8% | 0.0% | 21% | 5% | -20% | 14% | 4%
O=C(COC(=O)c1cccs1)Nc1cccc(Cl)c1 | 1% | 3% | 18% | 0.2% | 0% | -1% | -22% | 5% | 5%
O=C1C(c2ccncc2)=C(O)c2ccccc21 | -15% | 1% | 19%[57.1 µM] | 0.4% | 0% | -15% | -21% | -26% | 2%
COc1cc(C(=O)Oc2ccccc2)ccc1OCc1c(C)noc1C | -3% | 0% | 6% | 1.5% | 0% | 2% | -3% | -35%[56.9 µM] | -4%
O=S(=O)(c1cccs1)N1CCc2ccccc21 | / | -6% | -6% | -1.2% | 5% | -7% | -23% | 2% | 11%
O=C(COC(=O)c1cccnc1Cl)Nc1ccc2c(c1)OCO2 | 23% | 2% | 20% | -0.9% | 4% | -2% | -9% | 7% | -10%

Three entries from above, with each value named:
> CCOc1ccc(C(=O)NC2CCN(S(=O)(=O)CC)CC2)cc1
  Vif-APOBEC3F blk: 0%; Vif-APOBEC3G blk: 2%; rTrxR1 inhibitor: -1%; RXFP1 agonist: 1.8%; ALOX12 inh: 0%; TrxR1 substrate: -8%; USP1-UAF1 inh: -12%; RGS4 inh: -12%; mIDH1 inhibitor: 4%

> COCCn1c(C)cc(O)c(C(c2cccc(F)c2)N2CCN(c3ccccc3)CC2)c1=O (stereo not given)
  Vif-APOBEC3F blk: -1%; Vif-APOBEC3G blk: 1%; rTrxR1 inhibitor: ?; RXFP1 agonist: -1.3%; ALOX12 inh: 0%; TrxR1 substrate: 8%[57.1 µM]; USP1-UAF1 inh: ?; RGS4 inh: 14%; mIDH1 inhibitor: -14%

> Cc1ccc(Cn2nc(C)c(NC(=O)c3noc4c3CCCCC4)c2C)cc1
  Vif-APOBEC3F blk: -1%; Vif-APOBEC3G blk: 0%; rTrxR1 inhibitor: 6%; RXFP1 agonist: 0.2%; ALOX12 inh: 0%; TrxR1 substrate: 5%[57.1 µM]; USP1-UAF1 inh: 0%; RGS4 inh: 1%; mIDH1 inhibitor: 5%

The list continues.
SMILES | Vif-APOBEC3F blk | Vif-APOBEC3G blk | rTrxR1 inhibitor | RXFP1 agonist | ALOX12 inh | TrxR1 substrate | USP1-UAF1 inh | RGS4 inh | mIDH1 inhibitor
COC(=O)N1C(=O)[C@](c2ccsc2)(C(C)C)N1C(=O)OC | 9% | -2% | 25µM* | 0.6% | 7% | 5% | -28% | 4% | -8%
CCC(Sc1nc(N)c(NC(=O)c2ccco2)c(=O)[nH]1)C(=O)O (stereo not given) | -4% | 2% | -14% | -0.9% | -53% | -5% | -11% | -9% | 6%
COc1ccc(C(C)(C)C)cc1NC(=O)CCN1C(=O)NC(C)(C)C1=O | -1% | -8% | 22% | / | 23% | 0% | -9% | -6% | -1%
O=C(Nc1nccs1)c1ccc(-c2ccc(F)cc2)o1 | -13% | -1% | 10%[57.1 µM] | 0.0% | 6% | 4%[57.1 µM] | -7% | -25% | 5%
O=C(NCc1ccccn1)Nc1ccc(F)cc1F | 4% | -1% | 1% | -0.2% | 66%[activator] | -5% | -8% | 24% | 1%
CC(SCc1ccccc1)C(=O)N/N=C/c1ccc2c(c1)OCO2 (stereo not given) | -1% | 2% | -7% | -0.1% | 24% | -12% | -16% | ? | 2%
COc1ccc(NC(=O)c2ccc(CN3CCN(c4ccccc4)CC3)cc2)cc1OC | 9% | -5% | 1%[57.1 µM] | -0.1% | / | 7%[57.1 µM] | -24% | 37% | -1%
